High-throughput results from PubChem BioAssay.
ABCB1 inh: human ABCB1 inhibition, ABCG2 as counter-screen; P08183; CCRF-Adr cells, JC-1 efflux, flow cytometry; inhibition, % at 6.6 µM; 0.067% of 190,000 active; in the data active means inhibition above about 40%;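 further: 0% = vehicle and 100% = reference inhibitor; higher value means more JC-1 retained so stronger ABCB1 efflux block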
Target sequence (P08183 whole entry, looked up): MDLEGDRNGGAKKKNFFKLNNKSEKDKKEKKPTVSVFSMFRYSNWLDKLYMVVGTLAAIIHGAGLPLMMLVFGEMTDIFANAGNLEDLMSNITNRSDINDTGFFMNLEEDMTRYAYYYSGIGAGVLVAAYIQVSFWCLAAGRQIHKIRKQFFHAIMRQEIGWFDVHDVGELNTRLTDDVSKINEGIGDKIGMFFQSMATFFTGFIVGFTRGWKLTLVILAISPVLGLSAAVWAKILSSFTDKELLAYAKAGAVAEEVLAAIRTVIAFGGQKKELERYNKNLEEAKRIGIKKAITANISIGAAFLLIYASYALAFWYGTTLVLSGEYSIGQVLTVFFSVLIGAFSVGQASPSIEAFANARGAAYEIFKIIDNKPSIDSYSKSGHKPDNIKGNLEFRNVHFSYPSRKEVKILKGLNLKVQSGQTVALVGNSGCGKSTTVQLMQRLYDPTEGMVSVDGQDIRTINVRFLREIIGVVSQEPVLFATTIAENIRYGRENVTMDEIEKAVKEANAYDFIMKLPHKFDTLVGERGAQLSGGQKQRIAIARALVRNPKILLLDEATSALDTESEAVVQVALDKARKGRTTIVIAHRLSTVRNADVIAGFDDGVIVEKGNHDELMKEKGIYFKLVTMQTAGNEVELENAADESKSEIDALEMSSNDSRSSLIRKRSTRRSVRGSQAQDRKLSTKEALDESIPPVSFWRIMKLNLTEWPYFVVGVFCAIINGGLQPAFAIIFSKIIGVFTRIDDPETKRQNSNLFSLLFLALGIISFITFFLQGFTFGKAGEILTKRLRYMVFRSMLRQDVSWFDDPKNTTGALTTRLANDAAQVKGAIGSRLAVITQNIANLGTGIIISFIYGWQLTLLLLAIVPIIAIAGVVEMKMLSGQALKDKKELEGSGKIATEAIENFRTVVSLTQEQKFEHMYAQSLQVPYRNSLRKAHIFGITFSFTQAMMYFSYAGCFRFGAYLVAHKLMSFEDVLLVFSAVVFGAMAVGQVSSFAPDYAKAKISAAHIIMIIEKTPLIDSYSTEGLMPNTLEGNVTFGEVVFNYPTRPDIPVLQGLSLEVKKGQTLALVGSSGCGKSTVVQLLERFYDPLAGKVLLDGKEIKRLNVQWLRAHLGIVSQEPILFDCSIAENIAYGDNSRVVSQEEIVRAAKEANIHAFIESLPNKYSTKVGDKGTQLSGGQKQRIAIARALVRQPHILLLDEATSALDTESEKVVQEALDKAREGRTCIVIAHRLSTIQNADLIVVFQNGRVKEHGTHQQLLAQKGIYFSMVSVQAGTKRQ
Pf gametocyte: inhibitors of late stage P. falciparum gametocyte viability; AID 743093; inhibition, % at 10.9 µM; P. falciparum stage V gametocytes, ATP luminescence, 24 h; 0.065% of 150,000 active;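 active means inhibition above the mean plus 3 SD of compounds within the control limits, set per campaign, cut at about 38% in these data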;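 further: 0% = DMSO wells and 100% = medium only without gametocytes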
ABCG2 inh: inhibitors of human ABCG2 transporter, ABCB1 counter-screen; Q9UNQ0; IgMXP3 cells, JC-1 efflux, flow cytometry; inhibition, % at 6.6 µM; 0.1% of 190,000 active; AID 1325;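 active means inhibition above 80%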;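 further: 0% = DMSO and 100% = nicardipine control wells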
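test system = two drug-resistant human cell lines, ABCG2 and ABCB1 | amount = 3 million cells/mL final, two lines in 1:1 ratio | reagent = JC-1 transporter substrate | doses = one concentration, 6.6 µM final | incubation = 10 min at 25 °C | signal = flow cytometric JC-1 green MFI at 530 nm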
Cdc42 wt: human Cdc42 wildtype GTP binding change, either direction; P60953; GST-Cdc42 beads, Bodipy-GTP binding, flow cytometry; actives lie on both sides; percent activity (GTP binding), % at 10 µM; 0.2% of 190,000 active; AID 761;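 active means percent activity GTP binding at least 20 points away from the 100% baseline, either down as inhibitor or up as activator; inconclusive means compound flagged as likely green fluorescent from well-wide comparison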;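 further: median bead fluorescence of bound Bodipy-FL-GTP at 100 nM; 0% = excess unlabeled GTP control and 100% = no compound control; below 100% means less GTP binding so inhibitor and above means activator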
Rac1 act GTP bind: modulators of GTP binding to human Rac1 activated mutant | GST-Rac1 activated beads, fluorescent GTP binding, flow cytometry; actives lie on both sides; 100% means binding = to untreated wells | percent activity (GTP binding), % at 10 µM | 0.11% of 190,000 active;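 active means GTP binding at least 20 percentage points away from the 100% baseline, in either direction, so actives lie on both sides; inconclusive means Compound likely fluorescent itself, or too few beads counted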
Rab2 wt GTP: changes GTP binding to wildtype dog Rab2A, up or down; GST-Rab2 wt beads, Bodipy-GTP binding, flow cytometry; GTP binding activity, % at 10 µM; 0.19% of 190,000 active;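 active means GTP binding activity at least 20 points away from 100%, either lowered or raised; inconclusive means signal likely due to the compound's own green fluorescence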;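 further: 0% = beads with excess unlabeled GTP and 100% = no-compound control corrected for plate trend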
Rab7 wt GTP bind: dog Rab7 wildtype GTP binding, inhibitors and activators; AID 758; 0.055% of 190,000 active; GST-Rab7 beads, fluorescent GTP binding, flow cytometry; actives lie on both sides; untreated = 100%, excess cold GTP = 0%; GTP binding activity (percent of control), % at 10 µM;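 active means fluorescent GTP binding to Rab7 beads changed by at least 20 points from the 100% baseline, either direction, mostly lower; inconclusive means compound itself probably fluorescent, or too few beads counted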;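 further: median green fluorescence of bound Bodipy-FL-GTP per Rab7 bead population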
Mcl1-Noxa inh: disrupts binding of human Mcl-1 to Noxa peptide. TR-FRET Mcl-1/Noxa peptide binding, 2 h. inhibition, % at 21.7 µM. 1.5% of 220,000 active. Q07820;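 active means compounds that cut the protein-peptide binding signal by more than 50% relative to plate controls in a single-dose test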;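 further: His-tagged Mcl-1 with rhodamine Noxa BH3 peptide and terbium anti-His antibody; 0% = Mcl-1 plus Noxa peptide wells and 100% = peptide-only wells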
HRas wt GTP bind: changes GTP binding to wildtype human HRas | GST-Ras wt beads, Bodipy-FL-GTP binding, flow cytometry; actives lie on both sides | GTP binding activity, % at 10 µM | 0.14% of 190,000 active | AID 759;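 active means GTP binding activity at least 20% away from the 100% baseline, either lowered as inhibitor or raised as activator; inconclusive means flagged as likely green fluorescent, judged across all proteins in the well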;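 further: 0% = unlabeled GTP competition control and 100% = no-compound control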
Rac1 wt modul: modulators of human Rac1 wildtype GTP binding; GTP binding activity (% of control), % at 10 µM; P63000; 0.27% of 190,000 active; GST-Rac1 beads, fluorescent GTP binding, flow cytometry; actives lie on both sides; 0 = cold GTP competed, 100 = untreated;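 active means GTP binding activity at least 20 points away from the 100% control level, either lower or higher; inconclusive means compound flagged as likely green fluorescent, judged across all proteins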
Avidin fluor: avidin bead compound fluorescence profile; fluorescence (KMESF) at 10 µM; 0.38% of 220,000 active; Avidin beads, compound fluorescence 488/530 nm, flow cytometry; active compounds read high; AID 1775; in the data active means fluorescence above about 47; further: inactives centre near 10
Starred values were filed as active, the others as inactive; ? = inconclusive; nt = not tested or not shown.

SMILES	ABCB1 inh	Pf gametocyte	ABCG2 inh	Cdc42 wt	Rac1 act GTP bind	Rab2 wt GTP	Rab7 wt GTP bind	Mcl1-Noxa inh	HRas wt GTP bind	Rac1 wt modul	Avidin fluor
CCOC(=O)c1nnn(-c2nonc2-c2ccccc2)c1C	0.6	nt	2	102	96	100	102	-13	102	103	14
CCCCNC(=O)CCSc1ccc(C)cc1	0.6	nt	4	106	100	102	102	10	103	108	2
CC(C)=C1C2CCC1C(C(=O)Nc1sc(C)c(-c3ccc(C(C)C)cc3)c1C(N)=O)C2C(=O)O (centres undefined)	0.9	nt	2	95	95	95	92	19	95	95	2
COc1cc(OC)cc(C(=O)Nc2nnc(NC(=S)Nc3ccccc3)s2)c1	-0.9	nt	-7	101	99	97	99	-14	100	101	2
O=C(NCC1CCCO1)/C(=C\c1ccccc1)NC(=O)c1ccccc1 (centres undefined)	0.7	6	2	99	97	97	96	4	97	98	12
Cc1cc(N/N=C/c2ccc(O)cc2O)nc(-n2nc(C)cc2C)n1	0.2	2	3	?	?	?	?	33	?	?	12
O=C(Nc1ccc(C(=O)N2CCCC2)cc1)c1ccccc1[N+](=O)[O-]	0.2	5	7	93	96	98	103	9	97	101	10
COc1ccc(CC(=O)Nc2ccc(S(=O)(=O)N(C)C)cc2)cc1OC	0.2	nt	1	103	100	102	104	5	103	102	33
COc1ccc(-c2cc(-c3ccccc3)c(C#N)c(SCC(=O)Nc3ncc(C)s3)n2)cc1	1.5	5	4	98	95	94	98	-240	94	99	23
O=C(O)CCC(=O)Nc1ccc(Sc2ccc([N+](=O)[O-])cc2)cc1	0.6	6	5	100	96	97	96	0	100	103	12
CCc1nnc(NC(=O)c2sc3nc(C)cc(COC)c3c2N)s1	0.8	28	13	94	93	96	98	22	95	95	6
Cc1ccc(-c2csc3nc4c5ccccc5c(NCCCN5CCOCC5)nn4c(=O)c23)cc1	2.6	nt	7	57*	82	59*	95	34	60*	60*	8
COc1ccc(NC(=O)CSC2CCCCC2)cc1	0.6	5	3	102	101	104	99	26	104	102	8
Cc1ccc(CNC(=O)CSc2nc3n[nH]c(C)c3c(=N)n2-c2cccc(C)c2)cc1	0.3	11	1	?	?	?	?	3	?	?	5
CCCn1c(SCC(=O)N2CCc3ccccc32)nnc1-c1ccncc1	-0.7	nt	10	104	100	101	98	3	102	103	7
CC(=O)Nc1ccc(Oc2ccc(-c3noc(C)n3)cc2)cc1	-0.2	nt	-1	99	94	97	98	-13	99	100	12
COc1cc(/C=N/O)cc(Br)c1OS(=O)(=O)c1ccc(C)cc1	0.4	nt	7	99	96	97	96	13	98	98	8
CCc1ccccc1NC(=O)c1cccc(Oc2ccc([N+](=O)[O-])cc2Cl)c1	5.2	-14	48	94	91	93	95	7	95	97	6
CNC(=O)/C(C#N)=C/c1c(N(Cc2ccccc2)Cc2ccccc2)nc2c(C)cccn2c1=O	1.8	7	0	97	98	97	98	-3	96	105	11
O=C1NC(=S)/C(=C\c2ccc(-c3ccccc3Cl)o2)S1	-1.8	-8	-14	95	96	92	99	100*	95	96	12
COc1ccc(C(=O)N2CCC(n3nnc4cc(F)ccc43)CC2)cc1OC	0.2	7	0	98	96	93	98	2	95	96	13
COc1ccc(CNC(=O)Nc2cccc(C(F)(F)F)c2)cc1OC	0.1	5	2	101	99	98	101	7	97	102	12
CCC(C)NC(=O)CSc1nc2ccc(N3CCOCC3)cc2c(=O)n1CCc1ccccc1 (centres undefined)	0.5	nt	0	105	101	102	100	10	103	106	7
CC(=O)C1(C)N(O)C(C)(C)C(c2ccco2)=[N+]1[O-] (centres undefined)	0.2	-11	1	95	97	99	95	-16	95	94	26
CCOc1cc(N2CCOCC2)c(OCC)cc1NC(=O)COC(=O)CCc1c[nH]c2ccccc12	0.4	nt	3	100	99	104	100	-4	100	100	11

Another view of some results above.
Values run as follows: ABCB1 inh, Pf gametocyte, ABCG2 inh, Cdc42 wt, Rac1 act GTP bind, Rab2 wt GTP, Rab7 wt GTP bind, Mcl1-Noxa inh, HRas wt GTP bind, Rac1 wt modul, Avidin fluor
CNC(=O)/C(C#N)=C/c1c(N(Cc2ccccc2)Cc2ccccc2)nc2c(C)cccn2c1=O
→ 1.8, 7, 0, 97, 98, 97, 98, -3, 96, 105, 11
O=C1NC(=S)/C(=C\c2ccc(-c3ccccc3Cl)o2)S1
→ -1.8, -8, -14, 95, 96, 92, 99, 100*, 95, 96, 12
COc1ccc(C(=O)N2CCC(n3nnc4cc(F)ccc43)CC2)cc1OC
→ 0.2, 7, 0, 98, 96, 93, 98, 2, 95, 96, 13
COc1ccc(CNC(=O)Nc2cccc(C(F)(F)F)c2)cc1OC
→ 0.1, 5, 2, 101, 99, 98, 101, 7, 97, 102, 12
CCC(C)NC(=O)CSc1nc2ccc(N3CCOCC3)cc2c(=O)n1CCc1ccccc1 (centres undefined)
→ 0.5, nt, 0, 105, 101, 102, 100, 10, 103, 106, 7

Random excerpt: two records from the list
SMILES	ABCB1 inh	Pf gametocyte	ABCG2 inh	Cdc42 wt	Rac1 act GTP bind	Rab2 wt GTP	Rab7 wt GTP bind	Mcl1-Noxa inh	HRas wt GTP bind	Rac1 wt modul	Avidin fluor
O=C(NCC1CCCO1)/C(=C\c1ccccc1)NC(=O)c1ccccc1 (centres undefined)	0.7	6	2	99	97	97	96	4	97	98	12
COc1cc(OC)cc(C(=O)Nc2nnc(NC(=S)Nc3ccccc3)s2)c1	-0.9	nt	-7	101	99	97	99	-14	100	101	2

Following part
SMILES	ABCB1 inh	Pf gametocyte	ABCG2 inh	Cdc42 wt	Rac1 act GTP bind	Rab2 wt GTP	Rab7 wt GTP bind	Mcl1-Noxa inh	HRas wt GTP bind	Rac1 wt modul	Avidin fluor
COc1ccc(NC(=O)C2CCN(C(=O)c3cccs3)CC2)cc1	0.4	nt	2	98	97	103	101	19	100	102	10
CCS(=O)(=O)CCSC(=N)N	-0.4	3	-1	105	101	102	104	7	105	104	16
CC(=O)Nc1ccc(S(=O)(=O)N2CC3(C)CC2CC(C)(C)C3)cc1 (centres undefined)	1.1	-3	4	92	94	93	94	15	95	98	11
COc1ccccc1CN(Cc1nc2ccccc2c(=O)[nH]1)S(=O)(=O)c1ccc(C)cc1	5.3	nt	3	96	95	95	94	4	96	97	9
CCOC(=O)c1c(N)sc2c1CCC(CC)C2 (centres undefined)	-0.3	nt	-1	98	94	98	102	50	100	101	7
CCC1=NN2C(=N)/C(=C\c3ccc(OCc4cc(=O)n5nc(CC)sc5n4)c(OC)c3)C(=O)N=C2S1	-0.6	nt	-3	82	86	83	96	94*	83	86	10
CCC(NS(=O)(=O)c1ccc(C)cc1)C(=O)Nc1ccc(NC(C)=O)cc1 (centres undefined)	0.2	-7	0	99	95	96	97	-16	98	100	13
O=[N+]([O-])c1ccc(OCc2cnc(Cl)s2)cc1	0.6	26	4	97	95	99	96	10	94	96	10
Cc1ccc(NC(=O)c2cc(-c3ccccc3)nn2-c2ccccc2)c(Br)c1	0.1	-12	1	100	100	97	96	-3	98	104	11
Cc1[nH]c(=S)[nH]c(=O)c1CCOc1ccccc1	-0.3	9	0	109	101	101	103	29	106	105	11
CCOC(=O)c1ccc(N=C2S/C(=C\c3cc(C)n(-c4cccnc4)c3C)C(=O)N2C)cc1	1.6	nt	3	99	97	97	95	-1	101	99	8
Cc1ccc(Cn2ccnc2C(=O)Nc2ccccc2)cc1	0.6	-3	4	94	93	94	107	19	96	99	12
CC1CN(C(=O)/C(C#N)=C2\N=C(NC(=O)c3ccccc3Cl)c3ccccc32)CC(C)O1 (centres undefined)	1.7	22	5	101	98	100	102	8	98	103	1
COc1cccc(C2C(C#N)=C(N)OC3=C2C(=O)CC(c2ccco2)C3)c1OCc1ccc(F)cc1 (centres undefined)	1.4	nt	5	96	98	99	101	26	100	101	7
O=C(O)CCn1nnc(-c2ccccc2)n1	0.8	nt	1	96	94	97	101	-7	99	97	20
NCCCC[C@H](N)c1nnc([C@H](CCC(=O)O)NC(=O)C2CCNCC2)o1	1.0	17	3	100	97	103	108	1	99	98	5
COc1ccc(CNC(=O)C2CC(=O)N(c3ccc(OCC(=O)N4C(C)CCCC4C)cc3)C2)cc1 (centres undefined)	2.0	-13	22	?	?	?	?	-3	?	?	7
C/C(CCc1oc2ccc(Br)cc2c1-c1ccc(C)o1)=N/O	1.6	-6	15	101	99	100	103	5	101	103	6
CC(C)N(C)CCOC(=O)c1ccccc1Br	0.7	nt	5	99	99	95	96	24	97	102	2
O=C(/C=C/c1ccc(-c2ccccc2[N+](=O)[O-])o1)c1ccco1	-0.1	-4	31	96	96	97	104	66*	96	97	9
CCOc1ccc(-n2cc(C(=O)N3CCCCCC3)c3cc(OC)c(OC)cc3c2=O)cc1	2.2	nt	6	111	104	109	108	4	110	107	7
C=C(C)CSc1nnc2n(C)c(=O)c3c4c(sc3n12)CCC4	0.7	17	1	101	99	98	100	27	100	102	5
C=CCSc1nnc(CC(OC)OC)n1-c1ccccc1	-0.1	-6	-1	100	97	100	108	-1	101	101	25
Nc1nc2nccc(-c3ccc(Cl)cc3)n2n1	0.4	-18	3	100	95	96	97	-3	98	98	35
Cc1cc(C)c(C)c(S(=O)(=O)NCc2ccc(C(=O)N3CCCC3)cc2)c1C	-0.2	-11	-3	101	94	99	106	-9	99	100	8
CN(NS(=O)(=O)c1ccc(Cl)cc1)c1nc(C(F)(F)F)nc2ccccc12	0.3	nt	1	?	?	?	?	1	?	?	13
